High-throughput results (PubChem)
HCV NS3 hel inh: HCV NS3 helicase inhibition; NS3 helicase DNA unwinding, Cy5 molecular beacon fluorescence; inhibition, % at 10.9 µM; 0.56% of 290,000 active; AID 1800;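 active = inhibition above the mean of all tested compounds plus 3 SD, set per campaign, cut at about 35% in these data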;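 also: 0% = DMSO wells and 100% = thioflavine S control wells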
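test system = hepatitis C virus NS3 helicase domain fragment enzyme | reagent = annealed dual-labelled DNA beacon duplex, ATP-started | times = 1 h at 25 °C | detection = Cy5 fluorescence, 0 and 60 min reads | read-out basis = percent inhibition from t60/t0 fluorescence ratio | control set = DMSO and thioflavine S | replication = one well per compound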
IDE act: activators of human insulin-degrading enzyme in cells | P14735 | HEK cells, FAbeta-B cleavage, fluorescence polarization; 0% vehicle, 100% cell-free pure enzyme wells | activation, % at 5.96 µM | 0.073% of 340,000 active | AID 493087;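 active = activation above the mean of all tested compounds plus 3 SD, set per screening campaign, cut at about 17% in these data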
Target sequence (P14735 whole entry, looked up): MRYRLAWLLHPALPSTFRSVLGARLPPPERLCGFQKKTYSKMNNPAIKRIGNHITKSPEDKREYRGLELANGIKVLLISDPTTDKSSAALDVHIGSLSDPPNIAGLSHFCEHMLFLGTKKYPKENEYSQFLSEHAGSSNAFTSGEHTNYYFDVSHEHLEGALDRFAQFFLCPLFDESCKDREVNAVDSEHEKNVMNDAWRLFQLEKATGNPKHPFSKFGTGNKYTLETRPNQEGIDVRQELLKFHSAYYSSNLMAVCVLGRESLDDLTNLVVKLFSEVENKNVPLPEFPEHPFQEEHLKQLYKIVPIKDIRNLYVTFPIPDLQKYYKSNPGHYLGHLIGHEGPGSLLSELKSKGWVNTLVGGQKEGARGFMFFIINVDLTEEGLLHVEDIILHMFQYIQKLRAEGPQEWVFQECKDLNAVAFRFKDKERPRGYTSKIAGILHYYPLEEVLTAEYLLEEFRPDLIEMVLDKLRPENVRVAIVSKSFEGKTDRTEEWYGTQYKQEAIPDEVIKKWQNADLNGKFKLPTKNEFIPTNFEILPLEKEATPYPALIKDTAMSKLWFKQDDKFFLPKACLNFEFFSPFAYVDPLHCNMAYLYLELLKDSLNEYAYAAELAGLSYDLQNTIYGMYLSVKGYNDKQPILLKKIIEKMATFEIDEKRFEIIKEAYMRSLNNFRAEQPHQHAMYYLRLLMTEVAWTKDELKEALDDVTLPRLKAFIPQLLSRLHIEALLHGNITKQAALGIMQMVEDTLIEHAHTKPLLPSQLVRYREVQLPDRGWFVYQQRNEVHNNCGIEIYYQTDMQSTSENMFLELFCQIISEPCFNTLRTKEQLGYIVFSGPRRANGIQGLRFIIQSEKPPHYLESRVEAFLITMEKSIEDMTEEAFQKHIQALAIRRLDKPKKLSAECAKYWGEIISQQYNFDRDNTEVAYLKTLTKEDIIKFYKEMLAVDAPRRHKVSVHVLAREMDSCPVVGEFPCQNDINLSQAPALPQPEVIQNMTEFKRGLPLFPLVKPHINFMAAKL
IMP-1 inh: blocks Pseudomonas aeruginosa IMP-1 metallo-beta-lactamase; purified IMP-1, nitrocefin hydrolysis, epi-absorbance fluorescence; inhibition, % at 5.6 µM; 0.45% of 290,000 active; AID 1556;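 active = inhibition above the mean plus 3 SD of all compounds in the same screening run, cut at about 4.5% in these data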;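 also: 0% = IMP-1 with DMSO and 100% = DMSO wells lacking enzyme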
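Material – recombinant IMP-1 enzyme, purified · Amount – IMP-1 0.2 nM before substrate addition · Medium – HEPES buffer pH 7.1 with ZnSO4 and Brij 35 · Timing – 25 °C, 15 min preincubation, 25 min reaction · Measured by – plate fluorescence quenching by hydrolysis product, ex 480/em 530 nm · Read-out – percent enzyme inhibition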
IDE cell inh: inhibitors of human insulin-degrading enzyme in cells; P14735; HEK cells, FAbetaB cleavage, fluorescence polarization; inhibition, % at 5.59 µM; 0.41% of 320,000 active; AID 434962;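 active = percent inhibition above the average of all tested compounds plus 3 SD, set per screening campaign, cut at about 16% in these data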;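 also: IDE supplied by intact live HEK cells; FP after avidin binding of uncleaved biotin substrate so inhibition keeps polarization high; 0% = DMSO wells and 100% = 60 µM reference IDE inhibitor Ii1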
GalR3 antagonist: antagonists of human GalR3; 0.44% of 360,000 active; HEK293 GalR3-CNG cAMP membrane potential fluorescence; galR3 body fused to GalR1 C-terminus; O60755; inhibition, % at 3 µM; AID 651719;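 active = inhibition above the screen-wide average plus 3 SD, cut at about 13% in these data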;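 also: forskolin and galanin both at EC90 stimulate the cells; cAMP rise reported by CNG channel membrane potential dye signal; 0% = forskolin plus galanin with DMSO and 100% = forskolin alone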
VIM-2 inhibitor: blocks Pseudomonas aeruginosa VIM-2 metallo-beta-lactamase | purified VIM-2, nitrocefin hydrolysis, epi-absorbance fluorescence | AID 1527 | 0.89% of 290,000 active | inhibition, % at 5.6 µM;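 active = inhibition above the mean of all tested compounds plus 3 SD, cutoff set per screening run, cut at about 7.5% in these data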;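 also: red hydrolysis product quenches plate fluorescence so inhibitors raise well fluorescence; 0% = enzyme with DMSO and 100% = DMSO without enzyme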
UBC9 SUMO inh: blocks human SUMOylation mediated by UBC9; P63279; HTRF SUMOylation assay, SAE1/SAE2 + UBC9, in vitro; inhibition, % at 35 µM; 0.36% of 290,000 active; in the data active = inhibition above about 50%, passing the limit was not always enough; also: strong numbers were not always called active
CRFR2-BP antag: antagonists of CRF-binding protein/CRF-R2 receptor complex. HEK293 CRF-R2/CRF-BP, CRF-induced calcium fluorescence. inhibition, % at 11.8 µM. 0.59% of 350,000 active. AID 588475;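 active = inhibition of the ligand-induced calcium signal above about 50% at the single tested concentration, limit read from the data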
pCIP destab: lowers stability of the mouse p/CIP coactivator protein; Q05BA5; F442A p/CIP-EGFP cells, EGFP fluorescence, 16 h; decrease of EGFP signal, % at 10 µM; 0.01% of 290,000 active; AID 1984;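 active = EGFP signal decrease of at least 30% at 10 µM or well 3 SD below plate mean, unless failing retest; inactive = the rest, including hits failing retest or dose response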; also: some compounds called inactive have numbers as strong as hits; many of its hits are not listed in these tables
Starred values were filed as active, the others as inactive; · = no result given.

SMILES	HCV NS3 hel inh	IDE act	IMP-1 inh	IDE cell inh	GalR3 antagonist	VIM-2 inhibitor	UBC9 SUMO inh	CRFR2-BP antag	pCIP destab
COc1ccc(NC(=O)Nc2nnc(Cc3ccc(OC)c(OC)c3)s2)cc1	-5	5	-2.1	2	-2	-0.8	0	3	2
Cc1ccc2nc(-c3ccc(NC(=O)CN4CCN(c5ccccn5)CC4)cc3)sc2c1	-3	·	-5.1	2	0	-0.1	25	11	-6
O=c1cc(C(F)(F)F)nc(SC/C=C/c2ccccc2)[nH]1	-27	3	-1.1	-3	·	-3.0	27	12	-13
CN(C)/C=C1\C(=O)N(C)N=C1C(F)(F)F	-5	-3	0.8	1	-3	-1.8	11	21	-4
COc1cc(C2NC(=O)NC3=C2C(=O)OC3)cc(OC)c1OC (centres undefined)	6	-2	-1.6	1	-7	-0.9	1	6	1
COc1ccc2cc(S(=O)(=O)c3ccccc3)c(=O)oc2c1	-3	4	-1.2	7	-7	-1.2	4	-10	8
Cc1ccccc1-n1c(SCC(=O)N/N=C/c2ccccc2OCC(=O)O)nc2ccccc2c1=O	11	2	-3.6	1	-7	-3.4	4	2	8
O=Cc1sc(Nc2ccccc2)nc1Cl	-6	-3	-1.4	10	-3	-0.1	14	-46	-41
COC(=O)CSc1[nH]c2cc(C)ccc2c1[N+](=O)[O-]	-1	-6	-1.2	2	3	0.0	21	-3	-7
CSc1cccc(NC(=O)C2CCCN(S(=O)(=O)c3ccc(F)cc3)C2)c1 (centres undefined)	-11	-3	-5.6	-2	2	-5.3	-24	8	-6
COc1ccc(C(=O)COc2ccc(F)cc2)c(O)c1	3	6	-2.6	6	-5	-3.9	14	7	-4
O=C1CC(NCCc2ccccc2)C(=O)N1CCc1ccccc1 (centres undefined)	-9	4	-2.8	2	0	-3.4	4	-32	2
Oc1ccc(-c2cn3ccccc3n2)cc1O	-1	1	-3.8	-2	-8	0.1	-5	16	4
Cn1c(N)c(C(=O)COC(=O)/C=C/c2ccc(S(=O)(=O)N3CCOCC3)cc2)c(=O)n(C)c1=O	0	-2	0.7	4	-5	2.1	10	2	-6
O=C(O)COc1ccc2c3c(c(=O)oc2c1)CCCC3	7	-2	-4.6	5	-6	-4.7	19	22	3

A stretch taken from the entries so far, as a working copy:
SMILES	HCV NS3 hel inh	IDE act	IMP-1 inh	IDE cell inh	GalR3 antagonist	VIM-2 inhibitor	UBC9 SUMO inh	CRFR2-BP antag	pCIP destab
O=c1cc(C(F)(F)F)nc(SC/C=C/c2ccccc2)[nH]1	-27	3	-1.1	-3	·	-3.0	27	12	-13
CN(C)/C=C1\C(=O)N(C)N=C1C(F)(F)F	-5	-3	0.8	1	-3	-1.8	11	21	-4
COc1cc(C2NC(=O)NC3=C2C(=O)OC3)cc(OC)c1OC (centres undefined)	6	-2	-1.6	1	-7	-0.9	1	6	1
COc1ccc2cc(S(=O)(=O)c3ccccc3)c(=O)oc2c1	-3	4	-1.2	7	-7	-1.2	4	-10	8

Carrying on:
SMILES	HCV NS3 hel inh	IDE act	IMP-1 inh	IDE cell inh	GalR3 antagonist	VIM-2 inhibitor	UBC9 SUMO inh	CRFR2-BP antag	pCIP destab
CCC1(c2ccccc2)NC(=O)N(CC(=O)Nc2ccc(S(=O)(=O)N3CC(C)CC(C)C3)cc2)C1=O (centres undefined)	·	-3	·	-1	-4	·	·	-14	·
Cc1cc(C)n2nc(Nc3ccccc3)cc2n1	-8	7	-1.1	3	-2	0.0	30	-9	-1
N#Cc1c(NC(=O)CSCC(=O)O)sc2c1CCCC2	3	3	-3.0	1	-6	0.7	19	14	-7
CCCc1cc(C(=O)Nc2ccc(C(=O)OC)cc2)cs1	3	2	-3.3	·	0	-1.5	8	-5	-8
CCOC(=O)CSc1nc(C)cc2c1C(=O)OC2	23	3	0.0	4	2	1.3	5	8	7
CCCCN(C)CCCNC(=O)CN1C(=O)COc2ccc(S(=O)(=O)N3CCOCC3)cc21	8	2	-1.6	-8	-4	-1.5	13	-2	-8
O=C(CSc1nc(=O)n2ccccc2n1)NCc1ccc(F)cc1	·	3	·	-2	-6	·	·	10	·
CC1(C)C(=O)OC(c2cccc([N+](=O)[O-])c2)C2(CCCCC2)C1=O (centres undefined)	-4	3	0.3	2	-5	-0.4	-32	-7	19
O=C(CSc1nnc(COc2ccccc2)o1)NCCc1ccccc1	-13	8	-0.3	0	-3	-3.0	17	-6	-1
Cc1ccccc1NCC(=O)N/N=C/c1ccc([N+](=O)[O-])cc1	-1	-1	0.4	3	-5	1.6	-14	-12	4
Cc1ccc(S(=O)(=O)N2CCCC(c3nc4c(nnn4Cc4ccc5c(c4)OCCO5)c(=O)[nH]3)C2)cc1 (centres undefined)	0	-3	-0.3	4	-8	-3.1	·	2	-9
Cc1ccc(N2NC(=O)/C(=C/c3ccc(-c4ccc(Cl)c(C(=O)O)c4)o3)C2=O)cc1C	20	5	-3.2	0	2	-2.7	-3	13	-5
CCOC(=O)c1[nH]c(C)c(C(=O)OCc2ccccc2F)c1C	-16	-3	1.0	0	-9	-0.6	11	3	-3
O=C(NCCCN1CCOCC1)c1sc2cc(Cl)ccc2c1Cl	-3	7	-2.7	5	-5	-1.8	-3	-1	17
CCOC(=O)c1[nH]nc2c1C(=O)N(CC)C2=O	-5	2	-2.5	-1	8	-2.7	11	-7	8

A few values from above.
CRFR2-BP antag, Cc1ccc(N2NC(=O)/C(=C/c3ccc(-c4ccc(Cl)c(C(=O)O)c4)o3)C2=O)cc1C = 13
pCIP destab, CCCc1cc(C(=O)Nc2ccc(C(=O)OC)cc2)cs1 = -8
IDE act, CCOC(=O)c1[nH]c(C)c(C(=O)OCc2ccccc2F)c1C = -3
CRFR2-BP antag, CCOC(=O)c1[nH]nc2c1C(=O)N(CC)C2=O = -7
VIM-2 inhibitor, CC1(C)C(=O)OC(c2cccc([N+](=O)[O-])c2)C2(CCCCC2)C1=O (centres undefined) = -0.4
HCV NS3 hel inh, Cc1ccccc1NCC(=O)N/N=C/c1ccc([N+](=O)[O-])cc1 = -1
IMP-1 inh, CCOC(=O)CSc1nc(C)cc2c1C(=O)OC2 = 0.0

(continued)
SMILES	HCV NS3 hel inh	IDE act	IMP-1 inh	IDE cell inh	GalR3 antagonist	VIM-2 inhibitor	UBC9 SUMO inh	CRFR2-BP antag	pCIP destab
O=C(Nc1ccnc(-c2ccncc2)n1)c1cccs1	-6	-1	0.0	-1	-6	1.7	3	-15	-6
N#Cc1ccc(NC(=O)COC(=O)C2Cc3ccccc3CN2C(=O)c2ccccc2)cc1 (centres undefined)	-9	3	-2.6	8	-10	-1.8	-11	-4	13
O=C(CN1CCC(n2nnc3cc(F)ccc32)CC1)Nc1ccc2c(c1)CCC2	-24	-2	-1.8	4	-2	-1.6	-1	0	-6
Cc1ccc(S(=O)(=O)N2CCN(C(=O)C(C)Cn3nc(C)c(C)c3C)CC2)cc1 (centres undefined)	4	2	-2.1	2	-10	1.9	7	-7	0
O=C(NCCN1C(=O)C2C3C=CC(C3)C2C1=O)Nc1ccccn1 (centres undefined)	·	1	·	-1	1	·	7	-21	1
COc1ccc(CCNC(=O)C(C)Sc2ccc(C)cc2)cc1OC (centres undefined)	8	2	-1.5	-7	-2	-2.0	-19	15	7
CC(C)(C)NCCOc1ccc(Br)cc1	-1	8	-1.5	-5	-1	-6.2	17	0	-3
O=C1CN(C(=O)COC(=O)c2ccc(Cl)c(S(=O)(=O)N3CCCCC3)c2)c2ccccc2N1	·	0	·	-1	-6	·	·	-3	·
COC(=O)c1cc2cc(NS(=O)(=O)c3ccc(C)cc3)ccc2s1	-9	3	-1.4	4	1	-1.7	-6	-18	2
CCOc1ccccc1NC(=O)CSc1nc2cccnc2n1C	0	-4	-3.5	-1	-2	1.2	-4	-7	-6
O=C(Nc1cc(Br)ccc1O)c1cc(-c2cccs2)on1	-2	5	0.8	3	-11	0.2	4	7	9
CCC(=O)NC(=S)Nc1ccc(NC(=O)c2ccc(C)c([N+](=O)[O-])c2)cc1	-17	-4	0.8	-3	-2	-0.4	25	-8	-14
Cc1ccc(-c2ccc(=O)n(CCC(=O)N3CCN(Cc4ccccc4)CC3)n2)cc1	-11	3	-0.5	-2	-4	-0.9	-5	7	1
CCn1ccc2c(OCC(=O)NCCc3ccc(OC)c(OC)c3)cccc2c1=O	·	8	·	1	3	·	·	12	·
Brc1ccc(N/N=C(/N=Nc2nn[nH]n2)c2ccccc2)cc1	-18	1	-5.9	-6	-7	-2.6	8	21	5
NS(=O)(=O)c1ccc(N=Cc2ccc(Br)s2)cc1	-2	6	-4.0	4	0	-4.4	-12	2	-3
CC(C)Sc1cc(Cl)nc(NC(=O)Nc2ccccc2)n1	7	2	-1.0	3	-11	1.2	24	-26	-10
COc1cc(SC)ccc1C(=O)NCCCOC(C)C	-5	2	4.1	0	-1	-3.7	-3	4	2
CC(C)CNC(=O)CC(=O)N/N=C/c1ccc(F)cc1	9	-2	-3.0	-5	3	-2.9	6	15	2
O=C(CSc1nnc(NC(=O)c2cc(Br)ccc2Cl)s1)NCC1CCCO1 (centres undefined)	4	6	-3.4	-3	-2	25*	-5	12	24
Fc1ccc(CNC(=S)NC2CCCCCC2)cc1	-1	2	-1.9	-7	1	-1.7	1	0	-6
Cc1sc2c(c1C)CN(CCN1CCOCC1)CN2C(=O)c1ccccc1	-14	-3	0.2	3	-6	-1.4	-2	0	-11
O=C(O)c1ccccc1Sc1ccccc1S(=O)(=O)NC1CCCCC1	10	·	-1.3	-3	-2	-1.2	14	11	1
CC(Nc1c([N+](=O)[O-])c(=O)oc2ccccc12)C(Cl)c1ccccc1 (centres undefined)	-3	5	-3.3	3	-3	-2.4	-12	17	0
COc1cccc(CNC(=O)Cn2cc3c(n2)CCCCC3)c1	·	-2	·	-1	3	·	1	-5	-3
CC(=O)Nc1ccc(C(=O)COC(=O)c2nc3nc(C)cc(C)n3n2)cc1	·	-5	·	-3	-4	·	·	-2	·
CCOc1ccc(S(=O)(=O)Nc2ncn[nH]2)cc1	-3	0	-0.9	1	-9	-0.3	8	-3	-28
COc1cc2nc(CN(C)CC(=O)Nc3ccc(N4CCOCC4)cc3)[nH]c(=O)c2cc1OC	·	-2	·	·	4	·	0	-3	-27
CC(C)N1CCc2c(sc(NC(=O)CCS(=O)(=O)c3ccccc3)c2C(N)=O)C1	7	1	-0.5	0	0	-0.9	18	-12	5
Cc1c(N2C(=O)C(=O)/C(=C(/O)c3ccc(Cl)cc3)C2c2ccccc2)c(=O)n(-c2ccccc2)n1C (centres undefined)	5	1	-3.4	2	-5	-4.2	22	14	3
COc1ccc(Nc2ncc(F)c(N3CCOCC3)n2)cc1	-4	3	-0.6	6	-5	-2.4	-2	-17	0
